p47phox inh = blocks human p47phox regulatory protein of NADPH oxidases; P14598; p47phox/p22phox peptide binding, fluorescence polarization, 2 h; inhibition, % at 24.7 µM; hit rate 0.53% among 220,000; AID 1274;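 active = inhibition above about 30%, limit read from the data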;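 also: 0% = p47phox with labelled peptide and 100% = labelled peptide alone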
Target sequence (P14598 whole entry, looked up): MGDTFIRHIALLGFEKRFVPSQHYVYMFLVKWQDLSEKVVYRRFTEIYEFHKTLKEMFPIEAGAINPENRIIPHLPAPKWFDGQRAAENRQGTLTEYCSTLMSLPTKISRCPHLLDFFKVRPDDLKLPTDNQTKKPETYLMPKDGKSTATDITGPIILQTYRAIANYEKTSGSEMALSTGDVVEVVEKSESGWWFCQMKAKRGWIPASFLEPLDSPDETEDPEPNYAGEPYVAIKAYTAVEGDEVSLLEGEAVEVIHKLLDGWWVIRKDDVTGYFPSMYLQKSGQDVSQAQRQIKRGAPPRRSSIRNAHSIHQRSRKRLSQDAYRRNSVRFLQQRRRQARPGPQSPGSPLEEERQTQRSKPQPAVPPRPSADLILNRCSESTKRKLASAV
Hck-Nef inh = inhibitors of human Hck kinase activated by Nef; hit rate 0.68% among 220,000; Recombinant Hck-YEEI plus Nef, Z-Lyte FRET kinase assay; AID 463187; P08631; inhibition, % at 20 µM;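 active = Hck-Nef kinase inhibition above about 50%, limit read from the data; inactive = inhibition below that limit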;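 also: 0% = DMSO with Hck plus Nef and 100% = Hck alone without Nef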
Mdm2 ligase inh = inhibitors of human Mdm2 E3 ubiquitin ligase | cell-based MDM2 ubiquitination luciferase reporter, 2 h; 0 = plate control, 100 = twice control, blank-subtracted | signal enhancement, % at 5 µM | hit rate 0.11% among 210,000 | Q00987;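 active = signal enhancement of 30% or more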;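 also: luminescence tracks abundance of the self-degrading MDM2-luciferase fusion protein; higher signal means inhibition of MDM2 E3 ligase activity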
Target sequence (Q00987 whole entry, looked up, the tested form may be a part): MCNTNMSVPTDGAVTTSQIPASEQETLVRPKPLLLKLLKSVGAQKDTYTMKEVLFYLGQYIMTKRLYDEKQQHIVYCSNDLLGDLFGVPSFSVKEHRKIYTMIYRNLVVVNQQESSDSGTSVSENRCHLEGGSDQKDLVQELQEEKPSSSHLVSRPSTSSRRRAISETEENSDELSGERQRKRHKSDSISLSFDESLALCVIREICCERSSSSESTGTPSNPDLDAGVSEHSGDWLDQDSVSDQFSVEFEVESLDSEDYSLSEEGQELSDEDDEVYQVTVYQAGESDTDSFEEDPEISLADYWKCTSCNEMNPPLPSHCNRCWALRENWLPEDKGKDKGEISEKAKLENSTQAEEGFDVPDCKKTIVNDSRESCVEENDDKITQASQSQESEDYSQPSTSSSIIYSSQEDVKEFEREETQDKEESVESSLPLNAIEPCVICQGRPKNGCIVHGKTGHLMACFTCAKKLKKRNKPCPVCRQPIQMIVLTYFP
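test system = mammalian cells stably expressing self-ubiquitinating, self-degrading MDM2 E3–luciferase fusion | quantity = 2000 cells/well | incubation = cell settling 4 h, compound treatment 2 h, both 37 °C | signal = luminescence with SteadyLite reagent, 15 min at room temperature | evaluation = % enhancement relative to plate controls after blank subtraction | benchmarks = plate controls and plate blanks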
EBV gp42 inh = inhibitors of Epstein-Barr virus glycoprotein 42; Q1HVG2; Fluorescence polarization binding assay, mP read-out; inhibition, % (tested at 21.74 µM); hit rate 0.42% among 220,000; AID 1085; in the data active = inhibition above about 50%
Runt-CBFb FRET = Runt domain-CBFb interaction inhibition. Q01196+Q13951. Cerulean-Runt/Venus-CBFb FRET ratio 530/480, 1 h. inhibition, % at 20 µM. hit rate 0.46% among 220,000. AID 1496;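 active = inhibition over about 50% at 20 µM in the single-dose screen, limit read from the data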;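 also: 0% = DMSO wells and 100% = excess unlabeled CBFb competitor control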
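Schedule: protein complex preformed 1 h, compound exposure 1 h, room temperature, dark; test system: Cerulean-labeled Runt domain protein; amount: 100 nM per protein; buffer or medium: Tris 50 mM pH 7.5, KCl, K2SO4, 0.01% BSA; read-out: loss of energy transfer signal; detection: FRET fluorescence; controls: 5 µM unlabeled CBFb as full-inhibition high control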
L929 necroptosis = L929 zVAD cell death inhibition; L929 zVAD necroptosis rescue, ATP luminescence, 24 h; with zVAD 60 µM; viability rescue, % at 10 µM; hit rate 0.38% among 220,000;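 active = activation, scaled between plate controls, above about 75%, limit read from the data; inactive = activation under that limit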;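 also: 0% = zVAD with DMSO and 100% = DMSO alone without zVAD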
14-3-3 Bad PPI = disrupts binding of bovine 14-3-3 zeta to phospho-Bad peptide; P63103; TR-FRET 14-3-3zeta/Dy647-pBad peptide displacement, 1 h; inhibition, % at 21.7 µM; hit rate 0.71% among 220,000; AID 781;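 active = inhibition above about 70%, limit read from the data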;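 also: 0% = full 14-3-3 plus peptide FRET controls and 100% = background without 14-3-3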
Runt-SMMHC FRET = inhibitors of human RUNX1 Runt domain binding to CBFb-SMMHC; Q01196+Q13951; Cerulean-Runt/Venus-CBFb-SMMHC FRET ratio 530/480, 1 h; inhibition, % at 20 µM; hit rate 0.74% among 220,000; AID 1434;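 active = mean inhibition across duplicate retests at 20 µM reaching about 50%, limit read from the data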;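 also: 0% = DMSO wells and 100% = wells with excess untagged CBFb-SMMHC; inhibitors lower the FRET ratio by blocking Runt binding to CBFb-SMMHC; some results filed as inactive read as strong as hits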
TbHK1 inh = blocks Trypanosoma brucei hexokinase 1 activity | recombinant TbHK1, G6PDH-coupled NADH A340 | inhibition, % at 10 µM | hit rate 0.11% among 220,000 | AID 1430;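 active = inhibition of 50% or more in the single-dose primary screen; inactive = inhibition below 50%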
Numbers without * were called inactive; nt = no result given; [ ] = remark or other dose.

nr	compound	p47phox inh	Hck-Nef inh	Mdm2 ligase inh	EBV gp42 inh	Runt-CBFb FRET	L929 necroptosis	14-3-3 Bad PPI	Runt-SMMHC FRET	TbHK1 inh
1	N#Cc1nc(COc2ccccc2)oc1N1CCC(Cc2ccccc2)CC1	-15.9	-0.4	-25.4	-15.8	-1.9	0.7	-11.4	3.6	18.1
2	Cc1nn(CCc2nn[nH]n2)c2nc(-c3ccc(C4CCCCC4)cc3)cc(C(F)(F)F)c12	-25.3	71.0*	-0.6	6.6	5.1	67.8	-13.8	-4.0	46.4
3	COc1ccc2c(c1OC)C(=O)N1C(C(=O)O)Cc3c([nH]c4ccccc34)C21 (configuration not stated)	-7.2	3.7	-1.1	5.4	1.8	7.9	12.7	13.8	-5.8
4	CCC(=O)Nc1nc2ccccc2n1Cc1ccccc1Cl	0.9	11.7	1.4	-19.4	-1.5	0.2	5.9	-7.6	-8.6
5	COc1ccc(/C=N/Nc2nc(-c3cccnc3)nc3ccccc23)cc1OC	-10.6	17.9	-6.6	8.2	2.5	3.8	-0.5	-6.9	-47.9
6	COc1ccc(N(C)C(=O)Cc2c(C(=O)O)[nH]c3ccccc23)c(OC)c1	0.1	15.7	-1.3	7.8	-3.0	0.8	-10.5	-2.8	4.3
7	O=C(Cc1ccccc1[N+](=O)[O-])NC1CC1	0.0	13.7	-7.0	-2.4	0.7	2.1	-16.1	-2.7	-0.1
8	COc1cc(/C=C(\NC(C)=O)C(=O)NC(C)(C)C)ccc1OC(C)=O	-17.4	4.8	-7.2	-4.9	3.5	0.2	-15.4	-0.2	6.8
9	O=S1(=O)CC=C(CSC(=S)NC2CCS(=O)(=O)C2)C1 (configuration not stated)	-13.0	8.8	nt	-7.5	0.6	-2.5	-5.1	-0.3	-5.8
10	O=c1cc(CO)oc(C(Nc2ccccn2)c2ccsc2)c1O (configuration not stated)	-10.4	0.7	-20.3	-22.2	-1.4	1.7	-3.7[fluorescence artefact?]	6.1	-18.3
11	O=C(O)c1cccc(S(=O)(=O)Nc2ccc3c(c2)OCO3)c1	1.5	2.1	-0.9	-3.5	5.0	8.6	15.1	0.4	3.9
12	CCCC(CCC(=O)Nc1nccs1)C(=O)O (configuration not stated)	-6.9	14.8	-6.0	-4.6	2.4	0.2	-6.9	3.4	-1.2
13	CCOc1cnc(-c2c(-c3c(F)cccc3Cl)noc2C)o1	-4.1	1.4	-0.6	-4.8	-2.5	-0.6	-0.9	-1.4	-4.3
14	Cc1ccc(C)c(NC(=O)c2cc3c([nH]c4ccccc43)c(C)n2)c1	-28.9	1.0	5.0	-22.8	nt	-0.2	-5.4[fluorescence artefact?]	-10.3	-5.4
15	CCOC(=O)COc1cc(Br)c(C2NC(=O)NC(C)=C2C(C)=O)cc1OCC (configuration not stated)	8.5	-0.5	-3.1	-19.3	0.3	-0.3	10.8	-1.9	-12.5
16	CCC1CN(C(=O)Nc2cccc(C)c2)c2cc(C)ccc2O1 (configuration not stated)	-2.6	15.1	-2.2	-11.1	0.6	-0.6	-7.7	2.4	-2.0
17	Cc1[nH]c(=O)[nH]c(=O)c1S(=O)(=O)N1c2ccc(F)cc2CCC1C (configuration not stated)	-25.1	4.0	1.6	-16.0	-1.7	0.4	5.0	1.0	0.7
18	Cc1ccc(C2=NN=C(NC(=O)C(F)(F)F)SC2)cc1	3.0	8.5	-8.9	1.6	25.1	-0.6	-8.7	23.9	-1.0
19	Cc1ccc2c(SCC(=O)NCc3ccco3)nc(-c3ccc(F)cc3)nc2c1	-3.5	16.1	0.1	-12.1	0.2	-0.1	8.3	4.9	9.5
20	CCc1c(C#N)sc(C(N)=O)c1CC	-6.0	13.8	-14.0	-8.8	-0.2	0.6	-4.4	2.1	38.2
21	CN1C(=O)c2ccc(S(=O)(=O)c3ccc(C(=O)O)cc3)cc2C1=O	-7.3	0.8	-3.7	-12.1	-2.1	0.1	40.1	-5.2	0.3
22	CCN(C(=O)COC(=O)c1ccc(Cl)nc1)C1CCS(=O)(=O)C1 (configuration not stated)	-6.1	1.0	-11.5	-13.2	nt	0.7	13.0	3.4	-0.1
23	S=C(NCc1ccccc1)N1CCN(c2ccccc2)CC1	-3.7	33.4	-27.4	-4.4	-1.7	0.5	-8.4	-1.9	0.3
24	CC(C)CC(NC(=O)c1ccccc1)C(=O)OCC(=O)Nc1ccc(S(N)(=O)=O)cc1 (configuration not stated)	-3.7	20.6	6.9	-16.0	0.6	1.1	6.5	0.8	2.2
25	CCN(CC)c1ccc(-n2cc3c(=O)n(C)c(=O)n(C)c3c2)cc1	-6.5	24.9	-11.2	7.5	0.5	68.4	-4.1[fluorescence artefact?]	2.8	-14.8
26	Cc1ccccc1NC(=O)C1Cc2ccccc2C(=O)O1 (configuration not stated)	-6.8	1.2	-2.9	-23.8	1.9	-0.1	17.1	3.0	1.1
27	CC(C)=CCC/C(C)=C/CC/C(C)=N/O	-3.3	-0.3	9.9	-11.7	2.2	-0.1	-2.5	-2.8	5.4
28	CCc1ccccc1NC(=O)C1C(c2ccccc2)C1(Cl)Cl (configuration not stated)	-7.0	-0.6	-18.2	-21.8	-4.7	0.0	-0.5	-3.1	-3.3
29	COc1ccc(NC(=O)CCC(=O)OCc2ccc(Br)cc2)cc1	0.1	5.4	-15.9	-7.6	-2.4	0.1	7.6	4.1	0.6
30	O=C(/C=C/c1ccc(Br)cc1)NC(=S)N1CCOCC1	7.0	35.0	-7.2	2.0	1.3	-0.8	-16.3	-0.8	-3.1
31	Cc1nc(SCC(=O)NCCc2ccccc2)n[nH]1	-4.8	1.4	-8.1	-1.5	0.0	0.6	-12.5[fluorescence artefact?]	0.5	1.6
32	O=C(Nc1ccc(Cl)c(Cl)c1)O/N=C/c1ccncc1	-28.5	4.1	-14.7	-9.4	-1.7	1.1	-20.4	-0.1	19.2
33	O=[N+]([O-])c1cccc(C2NCC(c3ccccc3Cl)c3c2[nH]c2ccccc32)c1 (configuration not stated)	-13.6	16.7	7.7	-8.2	-0.6	0.4	0.5	1.9	0.3
34	Clc1cccc(Cl)c1CNC1CCCC1	-0.6	1.9	-7.4	5.7	0.8	-0.1	23.9	-3.5	-8.3
35	COc1ccc(OC)c(NC(=O)Cn2cc(C#N)c3cc(Br)ccc32)c1	3.7	69.4*	-9.7	-3.0	2.0	0.0	13.6[fluorescence artefact?]	-1.0	0.6
36	COc1ccc(-n2c(SCC(N)=O)nc3sc4c(c3c2=O)CCN(C)C4)cc1	-21.3	-1.8	-1.6	-7.6	-8.4	0.7	1.2[fluorescence artefact?]	-32.8	-44.3
37	COc1cc([N+](=O)[O-])ccc1NC(=S)N1CCN(c2ccccn2)CC1	-18.6	25.3	-9.9	-3.5	0.5	2.2	-24.0	0.1	-14.0
38	CCC1CC(CSc2ncn[nH]2)OC1=O (configuration not stated)	-0.1	-1.0	-16.2	-11.6	nt	0.1	-6.2[fluorescence artefact?]	-4.3	-2.8
39	O=C(Cn1nnc(-c2ccccc2NC(=O)c2ccccc2F)n1)NCc1ccco1	4.1	16.4	-35.8	-12.0	-0.5	1.3	6.8[fluorescence artefact?]	-7.6	-7.5
40	O=C(Nc1nnc(C2CCCO2)s1)c1cccs1 (configuration not stated)	-11.3	6.3	-15.6	-2.4	-0.5	-0.9	8.4	-3.6	-19.5
41	CCN(CC)c1ccc(C(=O)Nc2ccccc2)cc1[N+](=O)[O-]	-15.1	9.1	3.0	0.9	-2.7	65.8	-7.2	-0.8	-4.7
42	COc1ccc(CCN2C(=O)C3C4CCC(C4=C(C)C)C3C2=O)cc1OC (configuration not stated)	-7.2	2.8	-6.8	-11.6	-1.7	1.0	2.2[fluorescence artefact?]	5.7	-3.5
43	Cc1ccc2nc(N3CCCCC3)c(C=O)c(=O)n2c1	1.1	11.2	0.4	-10.6	-0.3	0.6	0.7	0.4	-12.8
44	O=C1NCCCC2c3cc(O)c4ccccc4c3OC12N1CCCCC1 (configuration not stated)	30.0*	1.7	-18.6	-17.3	9.9	20.2	-10.8	7.0	-6.9
45	CCOC(=O)CC(=O)Nc1c(C)cc(C)cc1C	-5.8	0.0	-18.2	-6.6	0.5	0.0	10.3[fluorescence artefact?]	-4.6	-0.4
46	Cc1cccc2cc(CN(CC3CCCO3)C(=O)NC3CCCCC3)c(=O)[nH]c12 (configuration not stated)	0.5	0.3	-9.2	3.4	-0.2	0.4	3.5	-1.6	-0.5
47	Cc1nc(Nc2ccc3c(c2)OCCO3)c2c(C)c(C)sc2n1	-31.1	24.4	-12.1	-9.6	0.7	0.6	-10.8	2.8	-4.6
48	Cc1nn(CC#N)c(=O)n1N(C)c1ncc(C(F)(F)F)cc1Cl	-9.6	-7.2	-6.3	-2.9	0.0	0.8	-20.5	-0.3	1.8
49	C/C(N)=C(/C#N)C(=O)COC(=O)c1cc(S(=O)(=O)N2CCCCC2)ccc1C	-8.8	0.6	-6.1	-10.7	-1.4	0.0	6.6[fluorescence artefact?]	2.2	-2.9
50	C=CCOc1nc2c(c(=O)n(C)c(=O)n2C)n1C	-7.0	-0.4	-13.9	1.6	1.7	0.2	-0.4[fluorescence artefact?]	-2.4	-3.2

Entries shown so far that have a furan ring, fused or not (2):
nr	compound	p47phox inh	Hck-Nef inh	Mdm2 ligase inh	EBV gp42 inh	Runt-CBFb FRET	L929 necroptosis	14-3-3 Bad PPI	Runt-SMMHC FRET	TbHK1 inh
19	Cc1ccc2c(SCC(=O)NCc3ccco3)nc(-c3ccc(F)cc3)nc2c1	-3.5	16.1	0.1	-12.1	0.2	-0.1	8.3	4.9	9.5
39	O=C(Cn1nnc(-c2ccccc2NC(=O)c2ccccc2F)n1)NCc1ccco1	4.1	16.4	-35.8	-12.0	-0.5	1.3	6.8[fluorescence artefact?]	-7.6	-7.5

Carrying on.
nr	compound	p47phox inh	Hck-Nef inh	Mdm2 ligase inh	EBV gp42 inh	Runt-CBFb FRET	L929 necroptosis	14-3-3 Bad PPI	Runt-SMMHC FRET	TbHK1 inh
51	Cc1ccc(CN2CCN(Cc3ccc(OCCO)cc3)CC2CCO)o1 (configuration not stated)	-5.9	8.4	-5.5	-0.7	-0.8	-1.4	-4.1	-0.5	6.2
52	COC(=O)c1c(C)nc2ccccc2c1C(=O)O	1.0	0.9	-9.4	-6.4	-1.4	0.0	28.5	-1.8	1.6
53	COc1ccccc1COCC(O)CN(Cc1ccco1)Cc1ccccc1O (configuration not stated)	-10.2	-0.8	-9.1	6.5	1.4	0.6	13.8[fluorescence artefact?]	-1.6	22.1
54	CN1CCN(c2ccc(Cl)cc2NC(=O)c2ccc([N+](=O)[O-])cc2)CC1	-15.0	20.8	nt	-24.9	2.0	1.2	2.9	4.4	-14.8
55	OCCn1c(Cl)nc2ccccc21	-2.1	13.8	1.7	-5.5	3.2	0.5	0.1	3.1	6.9
56	CN(C)S(=O)(=O)c1ccc(NC(=O)C2CC(=O)N(Cc3ccccc3)C2)cc1 (configuration not stated)	-6.2	18.1	-2.1	3.0	-1.2	5.1	-4.3	-6.7	1.0

Rows are unselected. Share with any hit: about 3.2%.
